Screening results: PubChem, National Center for Advancing Translational Sciences (NCATS)
Mito fusion act = mitochondrial division inhibition or fusion activation; S. cerevisiae fusion-defective mutant growth rescue, CellTiterGlo 48 h; Potency, µM (series often up to 46.1 µM), for the others: at the highest dose growth rescue (activation), most hits filed as activators; hit rate 0.23% among 320,000;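 also: potency is read from the fitted curve at half-maximal effect; % of control where 0% means no effect; nearly all actives have a fitted effect of over 45% in size; temperature-sensitive fusion mutants such as fzo1-1 at 37 °C on non-fermentable ethanol glycerol medium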
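Temperature-sensitive fusion-defective S. cerevisiae (e.g. fzo1-1, mgm1-5) were grown with compound in YPEG medium (3% ethanol, 3% glycerol) for 48 hours at 37C. Growth rescue was measured as viability by CellTiterGlo luminescence after 10 minutes at ambient.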
USP2a inh = inhibitors of human ubiquitin-specific protease USP2a; O75604; USP2 core, Ub-CHOP2 coupled fluorogenic reporter, 485/531; Potency, µM (highest dose often 38.3 µM), for the others: at the highest dose activity change, negative = inhibition, usual class: inhibitors; hit rate 0.01% among 330,000;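 also: potency is read from the fitted curve at half-maximal effect; plate controls were DMSO wells for no effect and full inhibition by NEM control for full effect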
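Cell-free coupled assay: 10nM USP2 core preincubated 30min RT with compound in Tris-HCl pH 8.0/CaCl2/CHAPS buffer, then 25nM Ub-CHOP2 and 25nM reporter substrate; fluorescence (Ex 485/Em 531) read after 60min RT, normalized to NEM inhibition, concentration-response curves fitted.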
KCNH2 WT inh = KCNH2 (human, wildtype) channel inhibition. AID 720551. Q12809. hit rate 0.37% among 340,000. U2OS, BacMam KCNH2, thallium flux FluxOr; stronger effect = lower value. activity change, % at 1.84 µM;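 active = maximum activity change below -70%; inconclusive = maximum activity change between -70% and -50%; inactive = maximum activity change above -50%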; also: % is scaled to controls: 0 for no effect and ±100 for the full control effect
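U2OS cells were transduced with wild-type KCNH2 virus (2.03 x 10^8 / mL) for 4 h at room temperature, then cultured overnight at 37 C. Thallium flux was read with FluxOr dye. Rate constants were normalized to DMSO controls.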
TCR activator = activators of T cell receptors | primary human leukocytes, anti-CD3, IL-2 HTRF, 48 h | Potency, µM (highest dose often 9.22 µM), for inactives: at the top dose activation of IL-2 secretion, actives largely listed as activators | 330,000 tested, under 10 active | AID 504894; also: % of control where 0% means no effect
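IL-2 produced over 48 hr by a-CD3 bead-stimulated primary human leukocytes exposed to compounds was detected with a homogeneous time-resolved FRET immunoassay, 665nm acceptor signal after 320nm excitation.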
TSHR antagonist = human thyrotropin receptor antagonism; P16473; TSHR-expressing cells, TSH-stimulated cAMP HTRF, 2 h; stronger effect = lower value; activity change, negative = inhibition, % at 11.5 µM; hit rate 0.2% among 330,000; AID 504810;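 active = activity change below a set negative limit, meaning inhibition stronger than a set level, cut at about -70% in these data; inconclusive = activity change between two set negative limits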; also: % is scaled to controls: 0 for no effect and ±100 for the full control effect
Target sequence (P16473 whole entry, looked up): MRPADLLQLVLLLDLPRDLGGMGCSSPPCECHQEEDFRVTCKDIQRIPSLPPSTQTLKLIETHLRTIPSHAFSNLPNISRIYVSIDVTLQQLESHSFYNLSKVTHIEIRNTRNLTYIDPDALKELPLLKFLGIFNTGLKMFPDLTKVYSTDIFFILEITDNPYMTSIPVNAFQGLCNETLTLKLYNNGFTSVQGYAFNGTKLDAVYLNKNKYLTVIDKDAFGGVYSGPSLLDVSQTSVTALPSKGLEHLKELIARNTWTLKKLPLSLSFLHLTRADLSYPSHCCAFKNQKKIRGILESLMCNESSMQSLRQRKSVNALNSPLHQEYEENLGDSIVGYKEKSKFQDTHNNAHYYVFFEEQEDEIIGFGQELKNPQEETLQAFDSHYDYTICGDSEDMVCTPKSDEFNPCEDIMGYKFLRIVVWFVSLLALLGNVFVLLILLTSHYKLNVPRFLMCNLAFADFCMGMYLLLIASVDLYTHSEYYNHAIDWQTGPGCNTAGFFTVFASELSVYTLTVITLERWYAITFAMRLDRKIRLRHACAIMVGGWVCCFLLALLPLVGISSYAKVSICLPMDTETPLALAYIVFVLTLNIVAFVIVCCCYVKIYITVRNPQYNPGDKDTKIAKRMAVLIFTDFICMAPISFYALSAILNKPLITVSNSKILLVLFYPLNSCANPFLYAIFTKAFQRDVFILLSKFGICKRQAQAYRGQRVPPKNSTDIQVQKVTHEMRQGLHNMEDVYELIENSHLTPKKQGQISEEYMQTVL
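TSHR-expressing cells were treated with compounds, then stimulated with TSH at EC80 (4nM final) for 2 hours at 37 deg C. Cellular cAMP was measured by HTRF competition between lysate cAMP and cAMP-d2 for a cryptate-labelled anti-cAMP antibody.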
Eya2 inh = Eya2 (human) phosphatase inhibition. O00167. recombinant Eya2, OMFP fluorescence dephosphorylation (OMFP is methylfluorescein phosphate). Potency, µM (top dose mostly 76.9 µM), inactives show top-dose activity, negative = inhibition, hits mostly inhibitors. hit rate 0.006% among 330,000; also: potency is read from the fitted curve at half-maximal effect; % is scaled to controls: 0 for no effect and ±100 for the full control effect
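Eya2 protein (added as 0.2 uM solution) was preincubated with compound for 10 min at ambient temperature in 50 mM HEPES pH 7.5, 50 mM NaCl, 5 uM MgCl2, 0.05% BSA, 1 mM DTT. OMFP (added at 50 uM) then reacted 10 min; fluorescence read at 485/525 nm.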
TRPV1 agonist = activates the human vanilloid receptor TRPV1; hit rate 0.19% among 320,000; TRPV1-expressing cells, Fluo-8 calcium influx, agonist mode; activation, % at 8.33 µM; Q8NER1; in the data active = activation above about 80%; inconclusive = between about 30% and that limit; also: 0% is about no effect
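Fluo-8 calcium influx in TRPV1-expressing cells, kinetic read (ex 480/em 520 nm). Compound added and read 3 min for agonist activity, followed by capsaicin at EC20 final and 2 min further read for enhancement.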
ELG1 DNA repair = ELG1-dependent DNA repair inhibition; Potency, µM (highest dose often 46.1 µM), inactives show at the highest dose activity change, negative = inhibition, actives largely listed as inhibitors; HEK293T ELG1-luciferase reporter, luminescence, 16 h; DNA damage induced by 5-fluorouridine; hit rate 2.3% among 330,000; also: potency is read from the fitted curve at half-maximal effect; % is scaled to controls: 0 for no effect and ±100 for the full control effect; nearly all actives have a fitted effect of over 55% in size
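In this reporter screen, reduction of luminescence relative to DMSO vehicle indicated activity. Compounds and 5-fluorouridine were added together to 2,000 cells per well, incubated for 16 hr at 37 °C, then developed with ONE-Glo.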
A-T KAP1 phos = potential ataxia-telangiectasia treatment; hit rate 0.19% among 320,000; Potency, µM (doses to about 57.5 µM), for the others: top-dose activation, most hits filed as activators; […] A-T fibroblasts, KAP-1 phosphorylation AlphaLISA; neocarzinostatin DNA damage 30 min before lysis; also: potency is read from the fitted curve at half-maximal effect; % of control where 0% means no effect; nearly all actives have a fitted effect of over 45% in size
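hTERT-immortalized A-T patient fibroblasts ([…]), 500 cells/well in OPTI-MEM, 1% FBS, got compounds for 60 min, then NCS for 30 min at 37C. Lysates were then assayed for phospho-KAP-1 by AlphaLISA (anti-pKAP1 donor, anti-KAP1 acceptor beads), 6 hr at 25C.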
KCNH2 3.1 inh = blocks the human KCNH2 3.1 channel isoform | U2OS KCNH2 3.1, thallium flux FluxOr; stronger effect = lower value | activity change, % (tested at about 1.8 µM) | hit rate 0.95% among 340,000;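 active = maximum activity change below -70%; inconclusive = maximum activity change from -70% to -50%; inactive = maximum activity change above -50%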;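 also: thallium influx rate constant from kinetic fluorescence after stimulation buffer; % is scaled to controls: 0 for no effect and ±100 for the full control effect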
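Channel expression came from 3.1 mutant virus (1.77 x 10^8 /mL) applied to suspended U2OS cells for 4 h. Flux was tracked with FluxOr dye plus Red40 quencher, and kinetic rate constants normalized to controls.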
The depositor's hits bear a star; i = inactive; ? = inconclusive; / = not tested or not shown; [ ] = remark or other dose. Unless noted, calls follow the shape of the dose curve; as a rule, active = well fitted curve in the direction sought with a large enough effect; inconclusive = small, poorly fitted or top-dose-only effect, or another doubt; inactive = no such curve, though single readings can be large; an effect the other way counts as inactive or inconclusive. This is a subset (hit frequency here may not be typical).

entry	Structure	TCR activator	KCNH2 3.1 inh	Mito fusion act	Eya2 inh	A-T KAP1 phos
1	O=c1[nH]c(=O)n(CCC2=CCCCC2)c(O)c1/C=N/Nc1cccc2ccccc12	13%	17	10%	-4%	72%
2	COc1ccc(CNC(=O)CCC(=O)N2C[C@H]3C[C@H](C2)c2cccc(=O)n2C3)cc1	3%	-6	-1%	-13%	-4%
3	O=c1[nH]c(=S)[nH]c(O)c1/C=C1/C=c2ccccc2=N1	-2%	-13	-2%	-2%	23%
4	O=C1C2CCCN2C(c2ccc(Cl)cc2)N1c1ccccn1 (centres undefined)	/	-5	5%	17%	6%
5	COc1cc(C)c(CN2CCN(c3ccccc3)CC2)cc1C	-2%	-6	3%	5%	6%
6	Cc1nc2sccc2c(=O)n1-c1ccccc1Cl	-3%	2	-3%	1%	1%
7	COC1=C[C@@H]2C3=C([C@@H]2C1=O)[C@@H](NC(C)=O)CCc1cc(OC)c(OC)c(OC)c13	-4%	-1	-2%	3%	6%
8	COc1cc(CNCCc2c[nH]c3ccccc23)cc(OC)c1	4%	-4	-11%	?	18%
9	COC(=O)c1ccccc1N=Cc1c(O)[nH]c(=O)[nH]c1=O	-1%	-8	3%	-9%	?
10	NC(N)=N/N=C/c1ccc(N(c2ccccc2)c2ccccc2)cc1	-5%	-27	-61%[inhibitor]	-2%	10%
11	CC(C)c1ccc(N2C(=O)NC(=O)/C(=C/c3cnc(-c4ccccc4)nc3)C2=O)cc1	6%[46.1 µM]	6	3%	18%	-2%
12	O=C(c1ccc(F)cc1)N1CCC2(CC1)OCCO2	-2%	2	1%	-16%	3%

entry	TSHR antagonist	KCNH2 WT inh	ELG1 DNA repair	USP2a inh	TRPV1 agonist
1	2	4	-19%	1%	-9
2	-2	-5	1%	0%	-1
3	-4	0	?	2%	-4
4	27	-22	4%	-2%	-5
5	-32	79	5%	-4%	4
6	7	1	6%	-1%	4
7	-1	-2	13%	1%	8
8	-6	23	-12%	2%	3
9	35	10	18%	3%	3
10	15	12	-8%	?	-2
11	-10	-7	?	10%	-6
12	3	1	-2%	0%	3

(more compounds)
entry	Structure	TCR activator	KCNH2 3.1 inh	Mito fusion act	Eya2 inh	A-T KAP1 phos
13	CC1(C)N2CC3([N+](=O)[O-])CN1CC([N+](=O)[O-])(C2)C3	3%	-18	-1%	4%	-5%
14	C/C(Cl)=C/CC1(CN2CCCC2=O)C(=O)NC(=O)NC1=O	-7%	3	-3%	14%	21%
15	CN(C)P1(N(C)C)=NC(C(F)(F)F)=NC(C(F)(F)F)=N1	/	-4	?	-11%	-7%
16	CC12CCC3C(CC=C4CC(O)CCC43C)C1C/C(=C\c1ccccc1F)C2=O (centres undefined)	-1%[46.1 µM]	-14	-14%	-3%	23%
17	CC(=O)O[C@@]12CO[C@@H]1C[C@H](O)[C@@]1(C)C(=O)[C@H](O)C3=C(C)[C@@H](O)C[C@@](O)([C@@H](OC(=O)c4ccccc4)C12)C3(C)C (some centres undefined)	3%	6	0%	13%	-9%
18	c1ccc(NC2=Nc3ccccc3CC2)cc1	-1%	3	-3%	0%	/
19	CC(=O)N[C@@H]1CC[C@@]2(O)[C@H]3Cc4ccc(O)c5c4[C@@]2(CCN3CC2CC2)[C@@H]1O5	5%	2	/	4%	-4%
20	Cc1ccc(C2NC(=S)NC(c3ccc(C)cc3)C23C(=O)NC(=O)NC3=O)cc1 (centres undefined)	/	-8	-5%	9%	0%
21	c1ccc(CCCN2CCN(CCOC(c3ccccc3)c3ccccc3)CC2)cc1	3%	-117*	7.3µM*	-15%	/
22	N#CC1=C(N)Oc2c(c(=O)sc3ccccc23)C1c1cccnc1 (centres undefined)	/	5	14%	-5%	0%
23	CSc1ncc(/C=C2/C(=O)NC(=O)N(c3ccc(C)cc3)C2=O)cn1	-3%	-12	1%	?	-1%
24	CCn1ccnc1CN1CCCC(C(=O)c2ccc(OC)cc2OC)C1 (centres undefined)	10%	16	-12%	0%	3%[11.5 µM]

entry	TSHR antagonist	KCNH2 WT inh	ELG1 DNA repair	USP2a inh	TRPV1 agonist
13	4	3	2%	1%	0
14	22	-9	8%	1%	1
15	7	-14	14%	0%	-3
16	-31	38	-18%	-1%	4
17	8	-1	-27%	5%	-2
18	2	-6	?	3%	-4
19	4	3	?	-1%	/
20	0	3	11%	-3%	0
21	5	?	/	/	/
22	-3	4	-3%	-2%	-1
23	-2	i	3%	2%	-2
24	-32	1	-1%	0%	3

(more compounds)
entry	Structure	TCR activator	KCNH2 3.1 inh	Mito fusion act	Eya2 inh	A-T KAP1 phos
25	CN1C(=O)C(Cc2ccc(OCc3ccccc3)cc2)C(=O)N(C)C1=O	0%	5	17%	-24%	-30%
26	C[C@]12CCC3C(CC[C@H]4C[C@@H](O)[C@H](O)C[C@]34C)C1CC[C@@H]2O (some centres undefined)	0%	-17	/	8%	3%
27	COc1ccc(OP(=O)(Nc2ccccc2)Nc2ccccc2)cc1	-7%	-1	8%	-13%	0%
28	CC(C)(C)c1cc(OC(=O)Cc2ccccc2)ccc1O	0%	-4	-10%	-8%	4%
29	CCN(C(=O)COC(=O)Cc1ccccc1)c1c(N)n(Cc2ccccc2)c(=O)[nH]c1=O	-2%	-17	-5%	5%	0%
30	COCCNC(=O)N1[C@H]2CC[C@@H]1C(C(=O)OC)=C(c1ccc(OC)c(OC)c1)C2	1%	0	-9%	4%	0%
31	O=C(C(=C1N(Cc2ccc(Cl)nc2)CCN1Cc1ccc(Cl)nc1)[N+](=O)[O-])C(Cl)Cl	2%	2	2%	?	30%
32	CCCCN1C(=O)NC(=O)/C(=C/c2cnc(SC)nc2)C1=O	-3%	15	-1%	3%	2%
33	CCC(=NCc1cccnc1)c1c(O)n(-c2ccc(Cl)cc2)c(=O)[nH]c1=O	-2%	0	-1%	0%	28%
34	CC(C)CCOC(=O)c1c(N)n(CC2CCCO2)c2nc3ccccc3nc12 (centres undefined)	-3%	-12	7%	?	29%
35	S=C(Nc1ccc(Br)cc1Cl)N1CCC2(CC1)OCCO2	4%	-1	-4%	-4%	0%
36	CN1C(=O)C(=Cc2ccccc2OCc2ccc(Cl)cc2)C(=O)N(C)C1=O	3%[46.1 µM]	16	1%	3%	-4%

entry	TSHR antagonist	KCNH2 WT inh	ELG1 DNA repair	USP2a inh	TRPV1 agonist
25	-6	6	?	0%	-5
26	10	-1	-12%	1%	/
27	2	6	?	0%	10
28	5	-3	-17%	3%	0
29	0	41	10%	2%	-1
30	6	-4	?	1%	-4
31	2	-6	0%	0%	-1
32	36	27	9%	2%	-3
33	1	-2	2%	4%	2
34	/	16	?	-9%	3
35	9	-6	?	1%	7
36	9	4	?	3%	25

(cont.)
entry	Structure	TCR activator	KCNH2 3.1 inh	Mito fusion act	Eya2 inh	A-T KAP1 phos
37	Cc1oc(-c2cccs2)nc1CSCC(=O)N1CCC2(CC1)OCCO2	2%	6	3%	-21%	2%
38	CC(=NCc1cccnc1)c1c(O)n(-c2ccccc2)c(=O)[nH]c1=O	-1%	0	0%	21%	5%
39	CCOc1ccc(-c2cc(C)[n+](CCN(CC)CC)c(-c3ccc(OCC)cc3)c2)cc1	0%	-22	-4%	0%	0%
40	Oc1ccccc1-[n+]1c(-c2ccccc2)cc(-c2ccccc2)c(O)c1-c1ccccc1	-5%	12	11µM*	-13%	18%

entry	TSHR antagonist	KCNH2 WT inh	ELG1 DNA repair	USP2a inh	TRPV1 agonist
37	-4	8	21%	0%	3
38	-4	11	-1%	1%	-4
39	4	-4	?	3%	3
40	13	3	25%	0%	3

Profiles, quoted from the list. Values in the order: TCR activator | KCNH2 3.1 inh | Mito fusion act | Eya2 inh | A-T KAP1 phos | TSHR antagonist | KCNH2 WT inh | ELG1 DNA repair | USP2a inh | TRPV1 agonist
O=C(C(=C1N(Cc2ccc(Cl)nc2)CCN1Cc1ccc(Cl)nc1)[N+](=O)[O-])C(Cl)Cl across the screens: 2% | 2 | 2% | ? | 30% | 2 | -6 | 0% | 0% | -1
NC(N)=N/N=C/c1ccc(N(c2ccccc2)c2ccccc2)cc1 across the screens: -5% | -27 | -61%[inhibitor] | -2% | 10% | 15 | 12 | -8% | ? | -2
c1ccc(NC2=Nc3ccccc3CC2)cc1 across the screens: -1% | 3 | -3% | 0% | / | 2 | -6 | ? | 3% | -4

Results in A-T KAP1 phos and TRPV1 agonist (three entries from above):
nr	smiles	A-T KAP1 phos	TRPV1 agonist
39	CCOc1ccc(-c2cc(C)[n+](CCN(CC)CC)c(-c3ccc(OCC)cc3)c2)cc1	0%	3
37	Cc1oc(-c2cccs2)nc1CSCC(=O)N1CCC2(CC1)OCCO2	2%	3
38	CC(=NCc1cccnc1)c1c(O)n(-c2ccccc2)c(=O)[nH]c1=O	5%	-4
